Screening results deposited in PubChem BioAssay by National Center for Advancing Translational Sciences (NCATS).
HT1080 IDH1KD tx: HT-1080 IDH1 knockdown cell toxicity (counter line); HT-1080 IDH1 knockdown viability, ATP luminescence, 48 h; Potency, µM (doses to about 46.1 µM), for inactives: top-dose activity, negative = toxicity, usual class: cytotoxic; 360,000 compounds, 2% hits; AID 686971;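 further: potency means the concentration at half of the fitted maximal effect; 0% = DMSO wells and -100% = cell-free medium wells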
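IDH1KD HT-1080 cells, 750/well, RPMI + 5% FBS; compound pinned after 2 h settling; 48 h, 37 °C; CellTiter-Glo luminescence; % activity normalised to DMSO and no-cell wells; curves fitted, classed by r2 and efficacy.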
D3 ag: agonists of human D3 dopamine receptor | D3R DiscoveRx beta-arrestin cells, luminescence, 90 min | max activation, % | 410,000 compounds, 0.58% hits; in the data active means max activation above about 30%; further: 0% is about no effect; mostly tested at two doses, the higher about 12 µM
Target sequence (P35462 whole entry, looked up): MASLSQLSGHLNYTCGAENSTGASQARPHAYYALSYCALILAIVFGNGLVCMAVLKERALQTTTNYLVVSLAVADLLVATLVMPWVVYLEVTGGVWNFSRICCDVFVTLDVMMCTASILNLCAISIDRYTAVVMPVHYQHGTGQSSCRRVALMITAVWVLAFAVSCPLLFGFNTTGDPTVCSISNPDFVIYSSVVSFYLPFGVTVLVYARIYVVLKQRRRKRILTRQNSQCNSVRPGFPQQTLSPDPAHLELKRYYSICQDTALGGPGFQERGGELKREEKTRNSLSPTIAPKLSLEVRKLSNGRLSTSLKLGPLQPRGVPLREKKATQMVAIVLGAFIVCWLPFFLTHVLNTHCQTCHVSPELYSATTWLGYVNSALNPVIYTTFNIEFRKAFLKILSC
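Cells at 1500/well, incubated overnight, then treated with pinned compounds (dopamine as control) for 90 min at 37 degrees C. DiscoveRx reagent added for 30 - 60 minutes at room temperature; luminescence read.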
HEK293 tox: cytotoxicity in counter-screen for GLP-1R inverse agonists. 410,000 compounds, 0.13% hits. AID 624418. HEK293 cAMP-luciferase reporter cells, luminescence, 24 h. Potency, µM (titrated, usually from 38.3 µM), for inactives: top-dose activity change, negative = inhibition, most hits filed as inhibitors;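 further: loss of luciferase light is scored as toxicity; potency means the concentration at half of the fitted maximal effect; on the % scale 0 is the no-effect control and ±100 the full control effect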
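Seeding density was 200 cells/uL; after overnight-length (12 h) culture, 23 nL compounds went on for 24 h at 37 °C. Readout used a luciferase detection reagent, luminescence taken after 12 min at room temperature.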
MCF10A rereplic: DNA re-replication induction in MCF 10a cells | MCF 10A DNA re-replication, Hoechst nuclear intensity, 48 h | Potency, µM (highest dose often 46.1 µM), for the others: at the top dose activity, positive = re-replication, hits mostly activators | 350,000 compounds, 2.9% hits | AID 624296; further: potency means the concentration at half of the fitted maximal effect; % of control where 0% means no effect; nearly all actives have a fitted effect of over 50% in size
SW480 rerep: inducers of DNA re-replication in SW480 colon cancer cells. Potency, µM (doses to about 46.1 µM), inactives show top-dose re-replication activation, most hits filed as activators. AID 624297. 340,000 compounds, 1.8% hits. SW480 DNA re-replication, Hoechst DNA content imaging, 48 h; further: potency means the concentration at half of the fitted maximal effect; % of control where 0% means no effect; nearly all actives have a fitted effect of over 55% in size
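First, 250 cells per well were seeded. Next, compound or vehicle (23 nL) was pinned in, plates sat 48 hr at 37 C. Finally Hoechst was added for 40 min before fluorescence scanning.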
IL1B secr inh: blocks inflammasome-driven IL-1 beta release. THP-1 LPS/ATP IL-1B secretion, AlphaLISA, 16 h; stronger effect = lower value. activity change, % at 57.5 µM. 360,000 compounds, 4.7% hits; in the data active means activity change below about -50%; inconclusive means mostly about -30% to -49%; further: on the % scale 0 is the no-effect control and ±100 the full control effect
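Secreted IL-1B measured by AlphaLISA bead assay after 16 h compound exposure of THP-1 cells; compounds (final up to 57.5 uM) added 1 h before LPS (250 ng/mL) and ATP (1.25 mM) stimulation; lower signal means less secretion.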
HT1080NT lethal: kills 2HG-producing HT-1080-NT fibrosarcoma cells. HT-1080-NT fibrosarcoma viability, CellTiter-Glo ATP luminescence, 48 h. Potency, µM (series often up to 46.1 µM), without a hit: top-dose activity, negative = less viability, usual class: cytotoxic. 360,000 compounds, 1.6% hits. AID 686970;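 further: NT is the 2HG producing partner of a matched IDH1 knockdown line; potency means the concentration at half of the fitted maximal effect; 0% = DMSO-treated cells and -100% = media-only wells without cells; nearly all actives have a fitted effect of over 55% in size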
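Viability by CellTiter-Glo luminescence after 48 h compound exposure at 37C of HT-1080-NT cells (750/well, RPMI, 5% FBS). % activity scaled between DMSO wells and medium-only wells, then curve-fitted and categorized by curve class.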
KB-V1 MDR tox: KB-V1 MDR subline cytotoxicity | KB-V1 MDR cells viability, CellTiter-Glo, 72 h | Potency, µM (titrated, usually from 46.1 µM), inactives show at the top dose activity change, negative = cytotoxicity, usual class: cytotoxic | 400,000 compounds, 3.4% hits | AID 1347076; further: potency means the concentration at half of the fitted maximal effect; on the % scale 0 is the no-effect control and ±100 the full control effect; nearly all actives have a fitted effect of over 60% in size
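KB-V1 cells (P-gp-expressing MDR subline of KB-3-1) in phenol-red-free DMEM with 10% FBS were exposed to library compounds over a concentration series for 72 h at 37 degrees C. Viability read by CellTiter-Glo luminescence; concentration-effect curves fitted after normalization.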
KB-3-1 cytotox: kills parental KB-3-1 adenocarcinoma cells | KB-3-1 viability, CellTiter-Glo ATP luminescence, 72 h | Potency, µM (highest dose often 46.1 µM), for inactives: at the highest dose activity change, negative = cytotoxic, usual class: cytotoxic | 400,000 compounds, 1.4% hits | AID 1347075; further: potency means the concentration at half of the fitted maximal effect; on the % scale 0 is the no-effect control and ±100 the full control effect; nearly all actives have a fitted effect of over 60% in size
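Cells are dispensed, compounds pinned in, plates held at 37 °C for 72 h, then CellTiter-Glo is added and luminescence read after 10 minutes. Cell line: parental KB-3-1 in phenol-red-free DMEM, 10% FBS.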
* marks the source's active call; other numbers are inactive results; i = inactive; ? = inconclusive; . = not tested or not shown; [ ] = another dose, or the depositor's remark. Unless noted, the call rests on the fitted dose curve; in most records, active means well fitted curve in the direction sought with a large enough effect; inconclusive means small, poorly fitted or top-dose-only effect, or another doubt; inactive means no such curve, though single readings can be large; an effect the other way counts as inactive or inconclusive. Random draw from the library; about 11% have a hit in one of these screens.

cpd	mol	HT1080 IDH1KD tx	D3 ag	HEK293 tox	MCF10A rereplic	SW480 rerep	IL1B secr inh	HT1080NT lethal	KB-V1 MDR tox	KB-3-1 cytotox
1	Cc1nc2ccc(NC(=S)NC(C)C)cc2nc1C	10%	-1	-6%	0%	1%	40	0%	-6%	5%
2	CNc1cc(-c2cccc(N(C)C)c2)ncn1	1%	4	6%	.	.	-3	10%	-23%	0%
3	CC(C)(C)N1C(=O)[C@H]2[C@@H](c3ccc(Br)cc3)N3C(=O)N(c4cccc(F)c4)C(=O)[C@@]3(C)[C@H]2C1=O	8%	12	-13%	-29%	?	2	0%	14%	-5%
4	Cc1ccc(-c2ccc(SCC(=O)NC3CCCCC3)nn2)cc1	-11%	-7	-5%	1%	13%	0	-14%	?	-24%
5	Cc1ccc(NC(=O)CS(=O)CC(=O)N(c2ccc(C)cc2)C(C)C(=O)NC2CCCCC2)cc1 (stereo not drawn)	0%	2	12%	14%	17%	-17	-8%	1%	2%
6	Cc1nc2ccccn2c1C(=O)N/N=C/c1ccccc1[N+](=O)[O-]	9%	9	1%	-1%	-6%	17	-8%	1%	1%
7	Oc1[nH]c2ccccc2c1N=Nc1c(F)c(F)c(Cl)c(F)c1F	-3%	0	12%	1%	-11%	-5	3%	8%	-3%
8	CCC(C)Nc1nc2c(C)cccn2c(=O)c1C=Nc1ccc(OC)cc1 (stereo not drawn)	-5%	-1	6%	-7%	2%	58	-5%	12%	2%
9	CC[N+](C)(CC)CCC/C(=N/O)C(O)(c1ccccc1)c1ccccc1	1%	4	3%	-7%	-2%	.	5%	7%	-6%
10	COc1ccc2c(c1)OC[C@H]1[C@H]2N2C(=O)c3ccc(F)cc3NC(=O)[C@@]2(C)[C@H]1c1ccccc1	?	-25	2%	?	?	-54*	?	?	?
11	COC(=O)Cc1c(C)c2cc3c(c(C)c2oc1=O)OCN(CCc1ccc(F)cc1)C3	.	-18	.	.	.	.	.	0%	-3%
12	Cc1[nH]c(=O)[nH]c(=O)c1N1CCOCC1	6%	7	-18%	0%	?	67	14%	18%	8%
13	CSc1ncc(C(=O)Nc2cc(Cl)ccc2C)c(-c2ccccc2)n1	.	-2	2%	.	.	.	.	-5%	-4%
14	Cc1ccc(NC(=O)NNC(=O)c2ccc3c(c2)NC(=O)C(C)(C)O3)cc1	11%	4	-7%	-9%	-7%	6	0%	26%	-5%
15	Cn1c(SC2=CS(=O)(=O)c3ccccc32)nc2ccccc21	?	-7	?	?	?	-119*	18µM*	-8%	0%
16	CNc1ccc(Oc2nc([N+](=O)[O-])nn2C)cc1	3%	6	-6%	1%	-6%	8	3%	0%	5%
17	CCc1ccc(NC(=O)NCCN2CCN(c3ccc(OC)cc3)CC2)cc1	-1%	0	-1%	26%	-7%	-5	-11%	-7%	-2%
18	CCn1cc(C(=O)N2CCN(c3cccc(Cl)c3)CC2)c(=O)c2cc(S(=O)(=O)N3CCOCC3)ccc21	.	-12	-9%	.	.	.	.	-1%	4%
19	CC(C)N=C(NS(=O)(=O)c1cccs1)c1ccccc1	16%	4	-1%	5%	-16%	6	-7%	1%	7%
20	CCOc1ccc(N2CC(c3nc4ccccc4n3CCOc3ccccc3)CC2=O)cc1 (stereo not drawn)	.	10	-1%	.	.	.	.	-3%	-26%
21	CCCCc1ccc(NC(=O)CSc2nc3ncccc3[nH]2)cc1	0%	5	-1%	-7%	3%	-6	7%	0%	5%
22	C=CCNC(=S)Nc1sc2c(c1C#N)CCCC2	9%	1	14%[7.66 µM]	1%	-1%	16	0%	-19%	-5%
23	CCN(CC(=O)Nc1ccc(NC(C)=O)cc1)C(=O)CCN1C(=O)c2cccc([N+](=O)[O-])c2C1=O	25%	5	10%	-6%	2%	i	9%	-2%	-14%
24	CC(C)CC(=O)N1CCC(N2CCN(c3ccccc3)CC2)CC1	2%	14	-7%	-2%	-2%	-9	19%	-4%	10%
25	Cc1ccc(CCNC(=O)c2cc(S(=O)(=O)N3CCOCC3)cn2C)cc1	-1%	-8	5%	-2%	-1%	-1	10%	1%	-20%

Record cards, from the list above:
`CSc1ncc(C(=O)Nc2cc(Cl)ccc2C)c(-c2ccccc2)n1` across the screens: HT1080 IDH1KD tx: .; D3 ag: -2; HEK293 tox: 2%; MCF10A rereplic: .; SW480 rerep: .; IL1B secr inh: .; HT1080NT lethal: .; KB-V1 MDR tox: -5%; KB-3-1 cytotox: -4%
`Cn1c(SC2=CS(=O)(=O)c3ccccc32)nc2ccccc21` across the screens: HT1080 IDH1KD tx: ?; D3 ag: -7; HEK293 tox: ?; MCF10A rereplic: ?; SW480 rerep: ?; IL1B secr inh: -119*; HT1080NT lethal: 18µM*; KB-V1 MDR tox: -8%; KB-3-1 cytotox: 0%

Further structures follow.
cpd	mol	HT1080 IDH1KD tx	D3 ag	HEK293 tox	MCF10A rereplic	SW480 rerep	IL1B secr inh	HT1080NT lethal	KB-V1 MDR tox	KB-3-1 cytotox
26	O=C(O)CCn1c(O)c(C=C2N=c3ccccc3=N2)sc1=S	-9%	-13	0%	2%	-4%	-16	-8%	-11%	7%
27	O=C(NC(=S)Nc1ccc2[nH]c(=O)[nH]c2c1)c1ccccc1F	-3%	0	-12%	0%	-1%	-21	4%	1%	0%
28	O=C(COC(=O)c1cccc(Br)c1)Nc1cccc2c1C(=O)c1ccccc1C2=O	-16%	5	0%	26%	-10%	18	0%	-26%	?
29	CC(CCCC(C)(C)O)NCCO (stereo not drawn)	-11%	-3	0%	-3%	9%	16	-1%	0%	3%
30	CC(=O)CSc1nnc2c3ccccc3nc(C(C)(C)C)n12	-4%	5	-1%	?	?	8	-5%	1%	0%
31	O=C(NCc1ccco1)c1ccc(CS(=O)(=O)Cc2ccc(Cl)cc2)o1	-46%	-4	-4%	?	-6%	10	0%	15µM*	-1%
32	O=C(CCN1CCOCC1)NNC(=O)Nc1cccc([N+](=O)[O-])c1	-2%	-5	5%	-1%	?	i	1%	21%	0%
33	CCOC(=O)c1ccc(N2CCCCC2)c(NS(=O)(=O)c2cccc(C(F)(F)F)c2)c1	5%	-4	3%	1%	-26%	0	-4%	?	-3%
34	O=C1CC(c2cccs2)Sc2nc3ccccc3n21 (stereo not drawn)	24%	2	-3%	17%	-7%	31	14%	-7%	-8%
35	CN(C)CC(CCC(CN(C)C)C(O)(c1ccccc1)c1ccccc1)C(O)(c1ccccc1)c1ccccc1 (stereo not drawn)	?	-8	?	21µM*	?	-85*	-14%	?	?
36	Cn1ccnc1C(=O)c1cc(SCC(=O)NC2CC2)nc2ccccc12	1%	-14	-1%	0%	-4%	-2	0%	4%	6%
37	CCNS(=O)(=O)c1ccc(CCC(=O)N2CCN(c3ccccc3F)CC2)cc1	2%	2	-1%	2%	2%	23	5%	?	19%
38	Cc1cccc(C)c1OCc1cc(C(=O)NC2CCC(O)CC2)no1 (stereo not drawn)	5%	-2	4%	4%	22%	-14	-1%	3%	14%
39	O=C(N/N=C/c1ccc[nH]1)c1ccc(COc2cccc3cccnc23)cc1	5.2µM*	0	?	?	27%	-89*	?	-20%	2.3µM*
40	Cc1ccc2[nH]c(C)c(/C=N/Nc3nc4ccccc4s3)c2c1	?	10	-28%	?	?	9	?	?	1%
41	CC(O)CSc1nc2c(c(=O)[nH]c(=O)n2C)n1CC(O)COc1ccccc1 (stereo not drawn)	5%	0	3%	21%	-6%	57	0%	5%	9%
42	O=[n+]1c2c(n([O-])c3cc(Cl)ccc31)CCCC2	10%	0	-16%	-1%	-4%	-11	12%	19%	6%
43	O=C(NCc1ccc(F)cc1)c1cc(C2CCCCN2C(=O)OCCF)on1 (stereo not drawn)	10%	5	5%	.	.	-3	5%	1%	0%
44	CCN(c1ccccc1)S(=O)(=O)c1cc(C(=O)NCc2ccco2)ccc1C	5%	5	-4%	6%	-11%	-21	-15%	0%	-26%
45	Nc1nc(C23CC4CC(CC(C4)C2)C3)[nH]c(=O)n1	-1%	4	5%	9%	6%	-2	-3%	-6%	2%
46	O=C1CSC(=S)N1c1ccc(F)c(Cl)c1	-5%	1	-26%	9%	-13%	0	-3%	-6%	-6%

Retrieved by compound from above (2):
cpd	mol	HT1080 IDH1KD tx	D3 ag	HEK293 tox	MCF10A rereplic	SW480 rerep	IL1B secr inh	HT1080NT lethal	KB-V1 MDR tox	KB-3-1 cytotox
38	Cc1cccc(C)c1OCc1cc(C(=O)NC2CCC(O)CC2)no1 (stereo not drawn)	5%	-2	4%	4%	22%	-14	-1%	3%	14%
46	O=C1CSC(=S)N1c1ccc(F)c(Cl)c1	-5%	1	-26%	9%	-13%	0	-3%	-6%	-6%
